ERK EGF block = EGF-driven ERK pathway inhibition; HEK293-V1b, EGF-stimulated phospho-ERK AlphaScreen; Potency, µM (doses to about 11.5 µM), for inactives: at the top dose activity change, negative = inhibition, actives largely listed as inhibitors; 130,000 compounds, 0.41% hits; AID 1454; active = well fitted inhibition curve with a large enough effect; inconclusive = small, poorly fitted or top-dose-only effect, or effect the other way;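 also: plate controls were stimulated vehicle wells for no effect and unstimulated vehicle basal for full effect; nearly all actives have a fitted effect of over 55% in size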
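Phospho-ERK1/2 measured by AlphaScreen (SureFire) after 5 min 25 nM EGF stimulation of V1b-expressing HEK293 cells preincubated 30 min at 37C with titrated compounds; data scaled to DMSO and EGF controls, Hill-fitted AC50.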
* hit, by the source's call; [ ] = remark or other dose. Potency is read from the fitted curve at half-maximal effect. The list is partial, so the mix of outcomes need not match the whole.

How did CC(C)(C)OC(=O)NC(CO)c1cn([C@@H](Cc2cc3ccccc3[nH]2)C(=O)N2CCN(C(=O)OC(C)(C)C)CC2)nn1 (stereo partly specified) do in these assays?
ERK EGF block: -2%[57.5 µM]

What do the screens show for `COc1ccc(CC(=O)Nc2c3c(nn2-c2cccc(Cl)c2)CS(=O)C3)cc1` (stereo unspecified)?
ERK EGF block: 10%

What do the screens show for `COc1ccc(S(=O)(=O)N2CCCCC2)cc1NC(=O)c1ccc([N+](=O)[O-])o1`?
ERK EGF block: 4%

How did COc1ccc(CN(C(=O)c2cnccn2)C(C(=O)Nc2ccc(F)cc2)c2ccccc2)cc1 (stereo unspecified) do in these assays?
ERK EGF block: 1%

What do the screens show for `CCCC[C@@H]1C[C@H]1C(NC(=O)Cc1ccccc1)c1ccc(-c2ccccc2)cc1` (stereo partly specified)?
ERK EGF block: -2%

What do the screens show for `Cc1cc(C(F)(F)F)nc(NCc2cccnc2)n1`?
ERK EGF block: 3%

What do the screens show for `CCSc1nnc(NC(=O)Nc2cccc(C)c2)s1`?
ERK EGF block: -2%[57.5 µM]

How did COCC(=O)N1CCC2(CCCN(c3ncccn3)C2)CC1 do in these assays?
ERK EGF block: -6%

Results for O=C(O)c1ccc2c(c1)N(Cc1ccccc1)C(=O)c1ccccc1S2 ?
ERK EGF block: -13%[57.5 µM]

What do the screens show for `O=c1oc2ccccc2n1Cc1ccccc1`?
ERK EGF block: -3%

Results for O=C(NCc1cccc(Cl)c1)c1ccc2c(c1)SC1=NS(=O)(=O)CCN12 ?
ERK EGF block: -1%

Results for Cc1ccc(C)c(NC(=O)c2nc(Cl)ccc2Cl)c1 ?
ERK EGF block: -7%

4 compounds picked at random from the list so far, as already listed:
Results for O=C(O)c1ccc2c(c1)N(Cc1ccccc1)C(=O)c1ccccc1S2 ?
ERK EGF block: -13%[57.5 µM]

Results for Cc1ccc(C)c(NC(=O)c2nc(Cl)ccc2Cl)c1 ?
ERK EGF block: -7%

How did COc1ccc(CN(C(=O)c2cnccn2)C(C(=O)Nc2ccc(F)cc2)c2ccccc2)cc1 (stereo unspecified) do in these assays?
ERK EGF block: 1%

What do the screens show for `CCSc1nnc(NC(=O)Nc2cccc(C)c2)s1`?
ERK EGF block: -2%[57.5 µM]

The main list resumes; the seven compounds before the break are reprinted first.
What do the screens show for `Cc1cc(C(F)(F)F)nc(NCc2cccnc2)n1`?
ERK EGF block: 3%

What do the screens show for `CCSc1nnc(NC(=O)Nc2cccc(C)c2)s1`?
ERK EGF block: -2%[57.5 µM]

How did COCC(=O)N1CCC2(CCCN(c3ncccn3)C2)CC1 do in these assays?
ERK EGF block: -6%

Results for O=C(O)c1ccc2c(c1)N(Cc1ccccc1)C(=O)c1ccccc1S2 ?
ERK EGF block: -13%[57.5 µM]

What do the screens show for `O=c1oc2ccccc2n1Cc1ccccc1`?
ERK EGF block: -3%

Results for O=C(NCc1cccc(Cl)c1)c1ccc2c(c1)SC1=NS(=O)(=O)CCN12 ?
ERK EGF block: -1%

Results for Cc1ccc(C)c(NC(=O)c2nc(Cl)ccc2Cl)c1 ?
ERK EGF block: -7%

Results for COc1ccc(C(=O)NCC2OCCc3ccccc32)cc1 (stereo unspecified) ?
ERK EGF block: -19%[57.5 µM]

Results for O=C(/C=C/c1cc2ccccc2o1)c1ccccc1O ?
ERK EGF block: inconclusive

How did CC1CN(C(=O)COC(=O)c2c(Cl)cccc2Cl)CC(C)O1 (stereo unspecified) do in these assays?
ERK EGF block: -12%

How did CC1CCCCC1NC(=O)COC(=O)c1c2c(nc3ccccc13)/C(=C/c1ccco1)CC2 (stereo unspecified) do in these assays?
ERK EGF block: 4%

What do the screens show for `COc1ccc(NC(=O)CSc2ccccc2)c([N+](=O)[O-])c1`?
ERK EGF block: 13%

How did Cc1cc(N=Cc2c(O)n(-c3cccc(Cl)c3)c(=O)c3ccccc23)no1 do in these assays?
ERK EGF block: 2%

How did Cc1cc(/C=C(\C#N)C(=O)NCc2cccs2)c(C)n1-c1ccc([N+](=O)[O-])cc1 do in these assays?
ERK EGF block: 2%

Results for Cc1ccc2nc(SCC(=O)Nc3cc(C(C)(C)C)nn3-c3ccccc3)[nH]c2c1 ?
ERK EGF block: 6%

What do the screens show for `COc1ccccc1NC(=S)NCC1CCC(CNC(=S)Nc2ccccc2OC)CC1` (stereo unspecified)?
ERK EGF block: 8%[57.5 µM]

Results for C=CCNC(=S)N/N=C(\C)c1cccc(NC(C)=O)c1 ?
ERK EGF block: -8%

How did COC(=O)c1cc(NC(=O)c2ccccc2)c(=O)oc1/C=C/Nc1ccc(Oc2ccccc2)cc1 do in these assays?
ERK EGF block: 4%

What do the screens show for `COC(=O)/C=C1\SC(N2CCOCC2)=C(c2ccc(OC)cc2)C1=O`?
ERK EGF block: -4%

How did CCCCC(CCC(=O)O)(C(=O)OCC)c1csc(Nc2ccccc2)n1 (stereo unspecified) do in these assays?
ERK EGF block: 7%

What do the screens show for `COc1ccc(/C=C/C(=O)Nc2c(C(=O)O)[nH]c3ccccc23)cc1OC`?
ERK EGF block: 3%[57.5 µM]

Results for CCN(CC)S(=O)(=O)c1cccc(NC(=O)CSc2nnc(N)s2)c1 ?
ERK EGF block: 8%

How did CNC(=O)Cc1nc2ccccc2n1CC(=O)Nc1cc(C)cc(C)c1 do in these assays?
ERK EGF block: 7%

Results for CN(C)CCCO[C@H]1[C@@H]2OC(C)(C)O[C@@H]2O[C@@H]1[C@H](O)CO ?
ERK EGF block: 4%[25.7 µM]

How did O=C(NCCN1CCCC1)c1ccc(Cn2c(=S)[nH]c3ccc(Br)cc3c2=O)cc1 do in these assays?
ERK EGF block: 1%

How did Cc1oc(-c2ccccc2Cl)nc1CN1CCCN(C(=O)c2ccco2)CC1 do in these assays?
ERK EGF block: 3%

How did COc1ccc(/C=N/n2cncn2)cc1Cn1nc(C)c([N+](=O)[O-])c1C do in these assays?
ERK EGF block: -3%[57.5 µM]

How did Cc1[nH]c2ccccc2c1N=Nc1ccccc1C(=O)O do in these assays?
ERK EGF block: 15%

What do the screens show for `COc1cc(NC(=O)C/C(C)=N/NC(=O)c2cccc(O)c2)c(OC)cc1Cl`?
ERK EGF block: -1%

What do the screens show for `CN(C)CCCN(C(=O)c1ccco1)c1nc2ccc(Cl)cc2s1`?
ERK EGF block: 7%

Results for COc1cccc(Cn2c(=O)c(-c3ccccc3)nc3cnc(N(C)C)nc32)c1 ?
ERK EGF block: inconclusive

How did CCOC(=O)C(=CNNc1cccc(Cl)c1)C(=O)OCC do in these assays?
ERK EGF block: 17%[57.5 µM]

What do the screens show for `O=C(CN1CCN(C(=O)C2COc3ccccc3O2)CC1)Nc1ccccc1` (stereo unspecified)?
ERK EGF block: -5%[57.5 µM]

How did COC(=O)C1=C(C(=O)OC)C(c2cc([N+](=O)[O-])ccc2O)c2sc(=O)[nH]c2S1 (stereo unspecified) do in these assays?
ERK EGF block: -3%

What do the screens show for `Nc1nc2[nH]c(=O)[nH]c2c(=O)[nH]1`?
ERK EGF block: 20%

Results for CCOC(=O)C(C)c1c(C(=O)c2ccc(C)nc2)c2ccccc2n1C (stereo unspecified) ?
ERK EGF block: 1%[57.5 µM]

How did CCCNC(=O)NC(=O)CSc1cccc(C(F)(F)F)c1 do in these assays?
ERK EGF block: -8%

What do the screens show for `O=[N+]([O-])c1ccccc1N/N=C\c1ccccc1F`?
ERK EGF block: inconclusive

How did COc1ccccc1NC(=O)N1CCN(c2ccnc3cc(Cl)ccc23)CC1 do in these assays?
ERK EGF block: inconclusive

What do the screens show for `Cc1ccc(/C=N/NC(=S)NCCc2ccccc2)s1`?
ERK EGF block: 0%

How did COC(=O)c1cc(C(=O)OCC(=O)N(C)C2CCS(=O)(=O)C2)cc([N+](=O)[O-])c1 (stereo unspecified) do in these assays?
ERK EGF block: -5%

How did CCn1c(=NC(=O)C2COc3ccccc3O2)sc2c(C)ccc(OC)c21 (stereo unspecified) do in these assays?
ERK EGF block: -5%[57.5 µM]

How did COc1ccc(-c2ccc(CO)o2)cc1N do in these assays?
ERK EGF block: -14%

What do the screens show for `CC(C)n1c2ccccc2c2cc([N+](=O)[O-])ccc21`?
ERK EGF block: -3%

How did CCOc1ccccc1N(CC(=O)NCc1ccccc1)C(=O)CCC(=O)Nc1cc(C)ccn1 do in these assays?
ERK EGF block: inconclusive

Results for Cc1noc(C)c1C(=O)N1CCC2(CCN(Cc3cc(C(F)(F)F)cc(C(F)(F)F)c3)CC2)CC1 ?
ERK EGF block: -6%

How did O=C(CCCC(=O)Nc1cccnc1)Nc1cccnc1 do in these assays?
ERK EGF block: -3%

Results for COC(=O)C1CC(O)CN1S(=O)(=O)c1cccs1 (stereo unspecified) ?
ERK EGF block: 1%

How did CC(C)C(NS(=O)(=O)c1ccccc1)C(=O)OCc1cc([N+](=O)[O-])cc2c1OCOC2 (stereo unspecified) do in these assays?
ERK EGF block: -8%

Results for Cc1ccc(C(=O)Nc2ccccc2C(=O)N2CCCCCC2)cc1 ?
ERK EGF block: 0%[57.5 µM]

Results for COc1ccc(/C=N/NC(=O)c2ccncc2)cc1Cn1nc([N+](=O)[O-])c(Br)c1C ?
ERK EGF block: -3%

Results for COc1ccc(C2c3ccc4ccccc4c3Oc3ncn(CCCO)c(=N)c32)cc1 (stereo unspecified) ?
ERK EGF block: 40µM*

Results for COC(CNS(=O)(=O)c1ccc(S(=O)(=O)N2CCCC2)cc1)OC ?
ERK EGF block: -3%

How did CCCCCCCCCCCCCCCC(=O)OCC(COP(=O)(O)O)OC(=O)CCCCCCCCCCCCCCC (stereo unspecified) do in these assays?
ERK EGF block: -5%

What do the screens show for `Cn1cc([N+](=O)[O-])c(C(=O)n2cccn2)n1`?
ERK EGF block: 24%[57.5 µM]

How did COc1ccc(Nc2nc(N)nc(CN3CCN(c4ccc(F)cc4)CC3)n2)cc1 do in these assays?
ERK EGF block: -4%

What do the screens show for `O=C(O)c1cccc(CSc2n[nH]c(-c3ccc(Cl)cc3Cl)n2)c1`?
ERK EGF block: -12%

What do the screens show for `Cc1sc2nc(CSCC(=O)Nc3ccc(OC(F)F)cc3)[nH]c(=O)c2c1C`?
ERK EGF block: 14%

How did O=[N+]([O-])c1cccnc1Oc1ccc(F)cc1F do in these assays?
ERK EGF block: -2%[57.5 µM]

What do the screens show for `CCCCCN1N=C(C)CC1=O`?
ERK EGF block: -1%

What do the screens show for `O=C(c1c[nH]c2ccccc12)C(F)(F)F`?
ERK EGF block: inconclusive

Results for CNc1ncnc2c1ncn2[C@H]1C[C@H](OP(=O)(O)O)[C@H](COP(=O)(O)O)O1 ?
ERK EGF block: -10%

Results for Cc1ccccc1C(=O)N/N=C/c1ccc(Sc2ccccn2)o1 ?
ERK EGF block: 0%

Results for O=C(CN1CCN(Cc2ccccc2Cl)C1=O)NCc1ccccn1 ?
ERK EGF block: -2%[57.5 µM]

What do the screens show for `CC(=O)N/N=C(\C)c1cccc(C(F)(F)F)c1`?
ERK EGF block: 3%

What do the screens show for `CCC(=O)N(Cc1cc(=O)[nH]c2ccccc12)c1ccccc1C`?
ERK EGF block: 1%[57.5 µM]

What do the screens show for `O=C(Nc1ccc(S(=O)(=O)NC2CCCCC2)cc1)c1ccco1`?
ERK EGF block: -2%

Results for O=C(Nc1ccc(CN2CCOCC2)cc1)c1ccccc1F ?
ERK EGF block: 10%

What do the screens show for `COc1ccc(/C=N/NC(=O)c2ccc(NC(=O)c3cccc([N+](=O)[O-])c3)cc2)c(OC)c1`?
ERK EGF block: -5%

What do the screens show for `CN(C)CCn1c(N)nc2ccccc21`?
ERK EGF block: 5%[57.5 µM]

How did C[C@@]1([C@@H](NC(=O)c2cccs2)c2ccc(-c3ccccc3)cc2)C[C@H]1C1CCCCC1 do in these assays?
ERK EGF block: -7%

What do the screens show for `COc1ccc(-c2nc3n(n2)C(=O)CC(c2ccco2)S3)cc1` (stereo unspecified)?
ERK EGF block: 4%

Results for O=C(CSc1ncnc2scc(-c3ccccc3)c12)Nc1ccc(C(=O)O)cc1 ?
ERK EGF block: 2%[57.5 µM]

Results for COc1ccccc1NC(=O)CSc1nnnn1-c1ccc(C)cc1 ?
ERK EGF block: -6%

Results for CCN(C(=O)COC(=O)/C=C/c1cccc([N+](=O)[O-])c1)c1ccccc1 ?
ERK EGF block: 2%

How did Cc1ccc2c(c1)[C@@H](O)C[C@@H](C)N2N=O do in these assays?
ERK EGF block: -2%

How did COc1cc(/C=N/n2nnnc2N)cc(OC)c1OC do in these assays?
ERK EGF block: -6%[57.5 µM]

How did CCN(CC(=O)NC1CCS(=O)(=O)C1)C(=O)/C=C/c1cccs1 (stereo unspecified) do in these assays?
ERK EGF block: 5%

What do the screens show for `COc1ccc(NC(=O)c2nc(C)c(C3(C)CC(c4cccnc4)=NO3)s2)cc1` (stereo unspecified)?
ERK EGF block: -14%[57.5 µM]

Results for CCN(CC)S(=O)(=O)c1cccc(N2CC(O)=C(c3ccccc3)C2=N)c1 ?
ERK EGF block: 6%[57.5 µM]

Results for O=C(c1csnn1)N1CCC2(CC1)CN(c1ccccn1)C2 ?
ERK EGF block: inconclusive

How did COc1ccc(CCNC(=O)COC(=O)/C=C/c2ccc(OC)c(OC)c2)cc1 do in these assays?
ERK EGF block: 1%

What do the screens show for `COc1ccc(OC)c(NC(=O)Nc2nnc(N3CCCCC3C)s2)c1` (stereo unspecified)?
ERK EGF block: 0%[57.5 µM]

What do the screens show for `Cc1cc(=O)oc(C)c1C(=O)NC1CCCCCCC1`?
ERK EGF block: 4%

Screens (PubChem)
